RGS4-Gao reg = modulators of RGS4 binding to Galphao, primary screen, biochemical, multiplexed bead flow cytometry; actives lie on both sides; binding response (% of control), % at 10 µM; 220,000 compounds, 0.33% hits; in the data active = binding response below about 49% or above about 150%; inactive = in between;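 also: fluorescent Galphao activated with aluminum fluoride binding bead-coupled RGS4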
Target sequence (P09471 whole entry, looked up): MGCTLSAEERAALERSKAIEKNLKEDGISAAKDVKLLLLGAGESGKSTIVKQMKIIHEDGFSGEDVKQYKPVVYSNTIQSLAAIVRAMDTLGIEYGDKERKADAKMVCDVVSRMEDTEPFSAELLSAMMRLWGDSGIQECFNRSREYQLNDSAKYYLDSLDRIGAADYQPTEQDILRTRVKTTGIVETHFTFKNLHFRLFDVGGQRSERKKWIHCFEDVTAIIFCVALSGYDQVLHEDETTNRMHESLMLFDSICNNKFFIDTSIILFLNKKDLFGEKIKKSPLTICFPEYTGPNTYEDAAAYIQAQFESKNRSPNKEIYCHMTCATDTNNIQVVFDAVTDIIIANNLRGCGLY
Mcl1-Bid inh = Mcl-1/Bid binding inhibitors, primary screen, biochemical, TR-FRET, 1536-well | Induced myeloid leukemia cell differentiation protein Mcl-1 (Homo sapiens), Q07820 | TR-FRET Mcl-1/Bid-Dy647 peptide binding | inhibition, % at 21.7 µM | 220,000 compounds, 0.97% hits;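 active = compounds that cut the binding signal by more than half at the single screening dose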;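 also: His-tagged Mcl-1 with europium anti-His antibody binding Bid BH3 peptide; 0% = Mcl-1 plus peptide wells and 100% = peptide-only wells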
Target sequence (Q07820 whole entry, looked up): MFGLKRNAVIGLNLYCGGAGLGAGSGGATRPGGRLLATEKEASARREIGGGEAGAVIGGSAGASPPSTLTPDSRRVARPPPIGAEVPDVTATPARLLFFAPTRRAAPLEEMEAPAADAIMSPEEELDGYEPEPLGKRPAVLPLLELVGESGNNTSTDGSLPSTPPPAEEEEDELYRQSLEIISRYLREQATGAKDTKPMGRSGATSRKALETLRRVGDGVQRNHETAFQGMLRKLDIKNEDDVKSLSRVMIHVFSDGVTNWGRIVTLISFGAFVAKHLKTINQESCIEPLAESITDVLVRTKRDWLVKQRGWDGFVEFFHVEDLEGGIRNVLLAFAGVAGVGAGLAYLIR
RGS8-Gao = RGS8-Galphao binding modulators, primary screen, biochemical, multiplexed bead flow cytometry; response (percent of control binding), % at 10 µM; Guanine nucleotide-binding protein G(o) subunit alpha (Homo sapiens), P09471; 220,000 compounds, 0.34% hits; actives lie on both sides; in the data active = response below about 60% or above about 140%; inactive = in between;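 also: Galphao activated as the GDP aluminium fluoride complex binding bead-coupled RGS8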
RGS7-Gao = RGS7-Galphao binding modulators, primary screen, biochemical, multiplexed bead flow cytometry | Guanine nucleotide-binding protein G(o) subunit alpha (Homo sapiens), P09471 | AID 1439, 2008 | actives lie on both sides | 220,000 compounds, 0.35% hits | binding response (% of control), % at 10 µM; in the data active = binding response below about 49% or above about 150%; inconclusive = no clear call, values can overlap the other calls; inactive = in between;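 also: fluorescent Galphao held in activated GDP-AlF4 state binding bead-coupled RGS7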
* marks the source's active call; other numbers are inactive results; ? = inconclusive; nt = no result given.

SMILES | RGS4-Gao reg | Mcl1-Bid inh | RGS8-Gao | RGS7-Gao
Cn1ncc(Br)c1C(=O)Nc1cccc(C(F)(F)F)c1 | 98 | -9 | 101 | ?
COc1ccc(NC(=O)c2onc(C)c2Cl)cc1 | 104 | 6 | 97 | ?
C[C@@H]1CCC[C@]2(O[C@H](CCO)C[C@H](O)[C@H]2O)O1 | 102 | -24 | 99 | ?
Cc1nc(C(F)(F)F)ccc1C(=O)Nc1ccc(C(F)(F)F)cn1 | 90 | -5 | 109 | ?
COc1ccc(C(=O)NN)cc1 | 118 | -15 | 113 | ?
COc1ccc(CNN2CCCCC2C(=O)Nc2ccc(OC)c(OCC(C)C)c2)cc1OC (stereo not given) | 100 | 1 | 102 | ?
CCOC(=O)c1c(C)[nH]c(N=Nc2cc(C(=O)O)cc(C(=O)O)c2)c1C | 100 | -60 | 99 | ?
Cn1nc(C(=O)OCC(=O)Nc2ccc(S(N)(=O)=O)cc2)c2ccccc2c1=O | 96 | -17 | 93 | nt
COc1ccc2nccnc2c1[N+](=O)[O-] | 97 | -10 | 98 | ?
Cc1cc(Cl)nc(-n2nc(C)cc2C)n1 | 103 | -4 | 100 | ?
Cc1ccc(C(C)C)c(OCc2ccc(C(=O)N/N=C/c3ccc(C(=O)O)cc3)cc2)c1 | 104 | -70 | 103 | ?
O=c1c(-c2ccco2)[n+]([O-])c2ccccc2n1OCc1c(F)cccc1F | 88 | 5 | 100 | ?
CC(C)Nc1nc2cccnc2s1 | 100 | -8 | 96 | ?
COc1cc(OC)c(OC)cc1/C=N/NC(=O)c1ccc2nc[nH]c2c1 | 94 | -36 | 101 | ?
CCOc1ccc(NC(=S)NC(=O)/C=C/c2ccc(Br)cc2)c([N+](=O)[O-])c1 | 96 | -19 | 101 | ?
[N-]=[N+]=CC(=O)C(c1ccccc1)(c1ccccc1)c1ccccc1 | 98 | -21 | 100 | ?
Cc1ccc(-n2c(SCC(N)=O)nnc2-c2cnccn2)cc1 | 98 | -13 | 98 | ?
O=C(CN1C(=O)c2ccccc2S1(=O)=O)c1ccc(O)c(O)c1 | 93 | -65 | 95 | ?
O=C(Cn1cnc2ccccc2c1=O)Nc1nnc(SCc2ccc(Cl)cc2)s1 | 100 | -33 | 101 | ?
CCCCNC(=O)c1cc(C)nn1-c1ccccc1 | 101 | -48 | 100 | ?
CCOC(=O)c1nn(-c2ccc([N+](=O)[O-])cc2)cc1O | 103 | -32 | 102 | ?
Fc1ccc(CN2C3=NCCN3c3ccccc32)cc1 | 92 | -9 | 94 | ?
CC(C)(C)c1cc(CN(CCO)CCO)c(O)c(C(C)(C)C)c1 | 74 | -79 | 90 | ?
CCOC(=O)c1cc(-c2csc(Nc3ccccc3Cl)n2)on1 | 103 | -13 | 102 | ?
C/C=C\C=C/C(=O)Nc1cccc(C2=NOC3(C2)C[C@@H](C(N)=O)N(C(=O)/C=C/CC)C3)c1 (stereo not given in full) | 100 | -12 | 86 | ?
COc1ccccc1OCCC(=O)Nc1nc(C)cs1 | 103 | -12 | 105 | ?
O=C(c1ccc(Cl)cc1)N1N=C(c2ccccn2)CC1(O)C(F)(F)F (stereo not given) | 100 | -78 | 101 | ?
CSc1nc(-c2ccc(C)cc2)nc(N)c1C#N | 97 | -9 | 97 | ?
Cn1c(=O)n(C)c2cc(S(=O)(=O)N3CCN(c4ccccc4)CC3)ccc21 | 97 | -7 | 99 | ?
NC(=S)c1c(Cl)cc(C(F)(F)F)cc1Cl | 108 | -14 | 104 | ?
NS(=O)(=O)c1ccc(N/N=C/c2ccc[nH]2)c([N+](=O)[O-])c1 | 92 | -42 | 98 | ?
CC(C)(C)C(=O)Nc1ccc(-c2cc3cc(Cl)ccc3o2)cc1 | 100 | -13 | 101 | ?
CC(/C=C/C=C/c1ccccc1)=N/NC(=O)C(O)c1ccccc1 (stereo not given) | 101 | -16 | 99 | ?
Cn1cc(/C=C2\SC(=S)N(N3CCOCC3)C2=O)c2ccccc21 | 104 | -12 | 103 | ?
C/C(=N/NC(=O)CC(=O)N/N=C(\C)c1ccc([N+](=O)[O-])cc1)c1ccc([N+](=O)[O-])cc1 | 99 | -48 | 100 | ?
CC(=O)NC(Cc1ccccc1C)C(=O)NC1CCN(c2nnnn2-c2ccccc2)CC1 (stereo not given) | 102 | -9 | 102 | ?
CCOC(=O)C(CCCCP(=O)(c1ccccc1)c1ccccc1)(NC(C)=O)C(=O)OCC | 96 | 12 | 99 | ?
CC(C)=CC(=O)O[C@H]1[C@@H]2[C@H](C)C(=O)O[C@@H]2C[C@@H](C)[C@@H]2[C@@H](O)CC(=O)[C@]21C | 99 | -36 | 100 | ?
C[C@@H]1CC=C[C@H]2[C@H]1C(=O)N(Cc1ccccc1)[C@H]2c1ccoc1 | 96 | -62 | 102 | ?
O=C(CN1C(=O)NC(Cc2c[nH]c3ccccc23)C1=O)Nc1cccc(S(=O)(=O)N2CCOCC2)c1 (stereo not given) | 101 | -39 | 102 | ?
COc1ccc(/C(C)=N\NC(=O)C(c2ccncc2)N2CCOCC2)cc1 (stereo not given) | 91 | -23 | 95 | ?
CC(=O)Nc1ccc2nc(CN3CCC(CO)(CCc4ccccc4)CC3)ccc2c1 | 104 | 14 | 102 | ?
Cc1cc(S(=O)(=O)Cc2noc(-c3c(C)noc3C)n2)c(C)cc1Cl | 102 | -1 | 98 | ?
CCN(CC)C(=O)COc1ccc(-c2nnc(Nc3ccc(OC)c(C(=O)NC)c3)c3ccccc23)cc1 | 96 | -14 | 101 | ?
O=C(c1cnc2ccccc2n1)N1CCN(c2ccc(C(F)(F)F)cn2)CC1 | 97 | -9 | 98 | ?
COc1ccc(C(=O)NC(=S)Nc2ccc(N3CCN(C(C)=O)CC3)cc2)cc1[N+](=O)[O-] | 102 | -50 | 100 | ?
CC(=O)c1cccc(Nc2cc(C)nc3ccc(C)cc23)c1 | 102 | 37 | 100 | ?
Cc1nc(CSc2n[nH]c(=O)n2-c2cccc(F)c2)cs1 | 109 | -3 | 104 | ?
CC(=O)NCCc1nc2ccccc2n1CCOc1cccc(C)c1 | 90 | 0 | 94 | ?
Cc1ccc(CN2C(=NC(=O)CCC(=O)O)SC3CS(=O)(=O)CC32)cc1 (stereo not given) | 97 | -11 | 99 | ?
Cc1cc(NC(=O)NN2CCOCC2)nn1-c1c(Cl)cc(Cl)cc1Cl | 95 | -6 | 96 | ?
C=CCN1C=C2C(=O)C(C)(OC(=O)c3cccs3)C(=O)C=C2C=C1CCCC(=O)OC (stereo not given) | 106 | -84 | 101 | ?
CN(c1ccccc1)S(=O)(=O)c1cccc(NC(=O)c2ccc3ncsc3c2)c1 | 103 | -4 | 104 | ?
O=C(N/N=C/C(Cl)=C\c1ccccc1)c1cccs1 | 98 | -14 | 100 | ?
CC(=O)NCCc1nc2ccccc2n1CCOc1ccccc1C | 101 | 1 | 100 | ?
NC(=O)c1snnc1-c1ccccc1 | 97 | -14 | 99 | ?
Cc1cc(/C=N/Nc2nc(N)ncc2[N+](=O)[O-])c(C)n1-c1ccccc1F | 91 | -174 | 96 | ?
Cc1ccc2cc(/C=N/Nc3ccc(C(=O)O)cc3)c(Cl)nc2c1 | 91 | -52 | 95 | ?
Nc1ccccc1C(=O)NC1CCCCNC1=O (stereo not given) | 97 | -5 | 99 | ?
NC(=O)[C@@H]1CC2(CC(c3cccc(NC(=O)CC(c4ccccc4)c4ccccc4)c3)=NO2)CN1C(=O)[C@@H]1CCC(=O)N1 (stereo not given in full) | 102 | 9 | 100 | ?
Later entries.
SMILES | RGS4-Gao reg | Mcl1-Bid inh | RGS8-Gao | RGS7-Gao
CCOC(=O)CN(C(=O)COc1nc(-c2ccccc2)cc(C)c1C#N)c1ccccc1 | 96 | -16 | 100 | ?
CCO[C@@H]1OC(C(N)=O)=C[C@H](c2coc3ccccc3c2=O)[C@H]1CCCO | 98 | -44 | 100 | ?
CC(C)=CCN1CCN(C/C(Cl)=C/c2ccccc2)CC1CCO (stereo not given) | 105 | 3 | 103 | ?
CC(NCc1ccc(S(N)(=O)=O)cc1)C(=O)N1CCc2ccccc21 (stereo not given) | 96 | -26 | 96 | ?
O=C(c1ccc(F)cc1)N1CCN(c2ccc([N+](=O)[O-])cc2-n2cccc2)CC1 | 97 | -47 | 99 | ?
COCCCn1c(=NC(=O)c2ccccc2)c(C#N)cc2c(=O)n3cccc(C)c3nc21 | 94 | -5 | 96 | ?
COc1ccc(/C=C(\C#N)C(=O)Nc2ccc3[nH]c(=O)[nH]c3c2)cc1 | 97 | -61 | 99 | ?
O=S(=O)(Cc1ccccc1)Nc1ccc(S(=O)(=O)N2CCCC2)cc1 | 102 | -37 | 104 | ?
O=C(Nc1ccc(N2CCN(c3ncccc3C(F)(F)F)CC2)nc1)c1cccs1 | 99 | 8 | 99 | ?
CCOCCCn1c(SCC(=O)Nc2cccc(S(=O)(=O)NC3=NCCCCC3)c2)nc2ccccc2c1=O | 101 | -7 | 101 | ?
Cc1cc(C)n(CCC(=O)N=Nc2c(O)[nH]c3ccccc23)n1 | 102 | -6 | 101 | ?
C=CC(C)(C)c1[nH]cnc1/C=C1\NC(=O)C(C(C)C)NC1=O (stereo not given) | 83 | -56 | 96 | ?
Cc1ccc([N+](=O)[O-])cc1S(=O)(=O)NCCc1cn2ccccc2n1 | 94 | -16 | 97 | ?
CCN(CC)C(=S)SC1CCCCN(C(=O)c2ccccc2)C1=O (stereo not given) | 101 | -2 | 104 | ?
Cc1cc(C)c2c(n1)sc1c(=O)n(CC(=O)c3ccccc3)cnc12 | 88 | -3 | 99 | ?
NNC(=O)c1csc(-c2ccc(C(F)(F)F)cc2Cl)n1 | 100 | -7 | 101 | ?
Cc1ccc(CNC(=O)CCn2c(=O)oc3ccccc32)cc1 | 100 | -5 | 99 | ?
Cc1nc(-c2ccccc2)sc1-c1nnc(C2CC2)o1 | 99 | -13 | 99 | ?
CN(C)c1ccc(P(=O)(OCc2ccccc2)C(O)c2ccccc2)cc1 (stereo not given) | 115 | -80 | 103 | ?
COc1cccc(NC(=O)N2CCN(c3nc(-c4cccc(OC)c4)cs3)CC2)c1 | 97 | -56 | 99 | ?

15 entries out of the list, arranged by length of the SMILES, smallest number first.
SMILES | RGS4-Gao reg | Mcl1-Bid inh | RGS8-Gao | RGS7-Gao
Cc1nc(-c2ccccc2)sc1-c1nnc(C2CC2)o1 | 99 | -13 | 99 | ?
Cc1ccc(CNC(=O)CCn2c(=O)oc3ccccc32)cc1 | 100 | -5 | 99 | ?
CCN(CC)C(=S)SC1CCCCN(C(=O)c2ccccc2)C1=O (stereo not given) | 101 | -2 | 104 | ?
Cc1cc(C)n(CCC(=O)N=Nc2c(O)[nH]c3ccccc23)n1 | 102 | -6 | 101 | ?
CN(C)c1ccc(P(=O)(OCc2ccccc2)C(O)c2ccccc2)cc1 (stereo not given) | 115 | -80 | 103 | ?
O=S(=O)(Cc1ccccc1)Nc1ccc(S(=O)(=O)N2CCCC2)cc1 | 102 | -37 | 104 | ?
Cc1ccc([N+](=O)[O-])cc1S(=O)(=O)NCCc1cn2ccccc2n1 | 94 | -16 | 97 | ?
O=C(Nc1ccc(N2CCN(c3ncccc3C(F)(F)F)CC2)nc1)c1cccs1 | 99 | 8 | 99 | ?
COc1cccc(NC(=O)N2CCN(c3nc(-c4cccc(OC)c4)cs3)CC2)c1 | 97 | -56 | 99 | ?
COc1ccc(/C=C(\C#N)C(=O)Nc2ccc3[nH]c(=O)[nH]c3c2)cc1 | 97 | -61 | 99 | ?
CCOC(=O)CN(C(=O)COc1nc(-c2ccccc2)cc(C)c1C#N)c1ccccc1 | 96 | -16 | 100 | ?
COCCCn1c(=NC(=O)c2ccccc2)c(C#N)cc2c(=O)n3cccc(C)c3nc21 | 94 | -5 | 96 | ?
CCO[C@@H]1OC(C(N)=O)=C[C@H](c2coc3ccccc3c2=O)[C@H]1CCCO | 98 | -44 | 100 | ?
O=C(c1ccc(F)cc1)N1CCN(c2ccc([N+](=O)[O-])cc2-n2cccc2)CC1 | 97 | -47 | 99 | ?
CCOCCCn1c(SCC(=O)Nc2cccc(S(=O)(=O)NC3=NCCCCC3)c2)nc2ccccc2c1=O | 101 | -7 | 101 | ?

Additional results
SMILES | RGS4-Gao reg | Mcl1-Bid inh | RGS8-Gao | RGS7-Gao
CCCNc1nc(C)cc(-c2cc(C(=O)NCc3ccccc3)on2)n1 | 97 | -34 | 104 | ?
CCN(CC)CCCNC(=S)N(Cc1cccnc1)Cc1cc2cc(C)ccc2[nH]c1=O | 102 | -66 | 101 | ?
COC(=O)C(CC(=O)O)NCc1ccco1 (stereo not given) | 91 | -8 | 101 | ?
CCOC(=O)CCCC(=O)N1CCOCCOCCOCC1 | 74 | -5 | 96 | ?
COc1cc(OC)c2c(=O)cc(-c3cccnc3)oc2c1 | 105 | -38 | 98 | ?
CN1c2ccccc2C(=O)C(=C2SCCCS2)S1(=O)=O | 117 | -14 | 106 | ?

An excerpt from above in order of the RGS4-Gao reg value, largest number first.
canonical_smiles	RGS4-Gao reg	Mcl1-Bid inh	RGS8-Gao	RGS7-Gao
CN1c2ccccc2C(=O)C(=C2SCCCS2)S1(=O)=O	117	-14	106	?
COc1cc(OC)c2c(=O)cc(-c3cccnc3)oc2c1	105	-38	98	?
CCOC(=O)CCCC(=O)N1CCOCCOCCOCC1	74	-5	96	?

Screens (PubChem BioAssay)

Some of the compounds tested; count on the stated rates, not on these rows.
